# ALOX15B inhib: 15-hLO-2 (ALOX15B) enzyme inhibition; O15296; purified 15hLO-2, xylenol orange hydroperoxide absorbance; Potency, µM (highest dose often 57.1 µM), for the others: at the highest dose activity change, negative = inhibition, most hits filed as inhibitors; hit rate 0.56% among 110,000; note: potency is the fitted concentration of half-maximal effect; nearly all actives have a fitted effect of over 60% in size; many of its hits are not listed in these tables
#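 Enzyme 50 nM, AA 45 uM, 25 mM Hepes pH 7.5 + 0.01% Triton X-100; cpd preinc 15 min RT, rxn 90 min RT; stop/detect with 200 uM XO + 300 uM Fe(II) in 50 mM H2SO4, 30 min; A573/A405.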
# IMPase cell inh: IMPase inhibition in cells; P97697; CHO-M1 cells, IP1 accumulation, HTRF TR-FRET ratio; inhibition (IP1 accumulation), % at 46.1 µM; 120,000 tested, under 10 active; AID 901; active = well fitted curve in the direction sought with a large enough effect in the signal ratio, not every such curve was filed as active; inconclusive = small, poorly fitted or top-dose-only effect, or a change in a side signal; inactive = no such curve, though single readings can be large or run the other way; the % refers to the signal ratio;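 note: cells stimulated with carbachol in lithium chloride buffer; plate controls were DMSO basal wells for no effect and reference inhibitor wells for full effect; higher means more IMPase inhibition seen as more IP1 and lower FRET ratio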
# Target sequence (P97697 whole entry, looked up): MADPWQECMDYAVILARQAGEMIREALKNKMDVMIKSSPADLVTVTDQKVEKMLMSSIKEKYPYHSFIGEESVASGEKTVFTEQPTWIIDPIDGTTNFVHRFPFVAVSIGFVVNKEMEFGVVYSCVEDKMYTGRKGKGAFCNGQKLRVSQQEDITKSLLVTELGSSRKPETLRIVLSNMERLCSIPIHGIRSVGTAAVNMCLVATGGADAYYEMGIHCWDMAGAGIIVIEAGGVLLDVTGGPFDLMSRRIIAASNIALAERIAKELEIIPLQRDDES
#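 CHO-M1, 2000 cells/well, cultured 16–30 h; cpd up to 46 uM; carbachol (50 uM solution, stimulation buffer w/ 50 mM LiCl, pH 7.4), 30 min 37C; IP-One TR-FRET, 10 min RT; Ex 320/Em 665, 620; Hill-fit AC50.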
# ALOX12 inhib: inhibitors of human 12-lipoxygenase (ALOX12) | purified 12-hLO, xylenol orange hydroperoxide absorbance | Potency, µM (highest dose often 57.1 µM), inactives show top-dose activity change, negative = inhibition, actives largely listed as inhibitors | hit rate 0.12% among 150,000; note: potency is the fitted concentration of half-maximal effect; nearly all actives have a fitted effect of over 55% in size; many of its hits are not listed in these tables
# Target sequence (P18054 whole entry, looked up): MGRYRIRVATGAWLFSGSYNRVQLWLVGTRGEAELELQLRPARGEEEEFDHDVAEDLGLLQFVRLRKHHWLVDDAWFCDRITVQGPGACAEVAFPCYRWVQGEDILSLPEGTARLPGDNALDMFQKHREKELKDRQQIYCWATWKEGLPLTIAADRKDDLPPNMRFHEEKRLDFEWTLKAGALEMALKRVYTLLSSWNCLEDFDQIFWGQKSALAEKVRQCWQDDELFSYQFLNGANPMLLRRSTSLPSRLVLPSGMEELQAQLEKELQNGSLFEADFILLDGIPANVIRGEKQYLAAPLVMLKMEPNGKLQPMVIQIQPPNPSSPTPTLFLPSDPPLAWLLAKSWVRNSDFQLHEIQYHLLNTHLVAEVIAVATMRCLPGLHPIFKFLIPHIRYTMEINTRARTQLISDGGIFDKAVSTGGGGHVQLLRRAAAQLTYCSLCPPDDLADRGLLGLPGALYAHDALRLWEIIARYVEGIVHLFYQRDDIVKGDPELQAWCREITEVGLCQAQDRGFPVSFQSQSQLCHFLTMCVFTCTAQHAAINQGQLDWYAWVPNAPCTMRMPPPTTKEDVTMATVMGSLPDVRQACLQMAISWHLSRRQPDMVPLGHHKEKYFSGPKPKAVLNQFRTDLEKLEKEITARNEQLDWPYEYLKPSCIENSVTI
#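 Purified human 12hLO (150 nM), preincubated 15 min with compound, then 40 uM arachidonic acid for 30 min, room temperature, Hepes pH 7.0 with 0.01% Triton X-100. Hydroperoxide detected by ferrous iron/xylenol orange; 573/405 nm absorbance ratio gives reaction progress.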
# PNC inhibitor: inhibitors of perinucleolar compartment assembly; PC3M PTB-GFP, PNC prevalence imaging, 16 h; stronger effect = lower value; activity change (PNC), negative = inhibition, % at 10 µM; hit rate 3.1% among 140,000;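 active = readout at or below -70, meaning at least 70% loss of cells showing the perinucleolar compartment, a nuclear body marking cancer cells; inconclusive = readout between -30 and a set limit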;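 note: plate controls were DMSO wells for no effect and camptothecin positive control wells for full effect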
#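 Read-out is percentage of cells bearing a perinucleolar compartment, from automated 20x imaging of fixed, Hoechst-stained PC3M PTB-GFP cells. Cells were seeded 4 h, then exposed 16 h to compound (23 nl of library stock) in duplicate plates.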
# * marks the source's active call; other numbers are inactive results; ? = inconclusive; . = no result given; [ ] = another dose, or the depositor's remark. Unless noted, calls come from the whole dose curve; as a rule, active = well fitted curve in the direction sought with a large enough effect; inconclusive = small, poorly fitted or top-dose-only effect, or another doubt; inactive = no such curve, though single readings can be large; an effect the other way counts as inactive or inconclusive. Unless noted, % is set by controls: 0 for no effect and ±100 for the full control effect.
SMILES,ALOX15B inhib,IMPase cell inh,ALOX12 inhib,PNC inhibitor
O=S(=O)(NCCSc1ccccn1)c1ccc(Cl)cc1,.,.,-6%,47
CCOC(=O)c1ccc(NC(=O)c2ccc(CO)c(C(=O)NC3CCN(C(=O)OCC)CC3)c2)cc1,-17%,-1,1%,34
Cc1ccc(CNC(=O)c2cc3c(C)nc4ccccc4c3o2)cc1,-5%,10,-9%,?
O=C(NCCC1=CCCCC1)C(=O)NCc1ccccc1Cl,-15%,9,-12%,37
CC(=O)Oc1ccc(N2C(=O)C3C(C2=O)C2(C)C=CC3(C)O2)cc1 (centres undefined),-12%,-5,-20%,27
Clc1ccccc1Cn1nc(-c2ccccc2)nc1-c1ccccc1,.,.,-5%,?
CCOc1ccccc1N1CCN(S(=O)(=O)c2ccc(Cl)s2)CC1,-3%,2,-5%,1
COc1ccc(NC(=O)C2CC(=O)N(C(C)C)C2)cc1 (centres undefined),5%,-5,7%,12
Clc1cccc(N/N=C(\Cc2nc3ccccc3[nH]2)c2ccccc2)c1,.,-10,-24%,18
CCCCOCC1CN(c2ccccc2)C(=O)CS1 (centres undefined),?,3,1%,5
O=C(COc1ccc2ccccc2c1)NCC(=O)N/N=C/c1ccco1,3%,7,-7%,-20
CCn1c(CNc2ccc(Cl)cc2)nnc1SCCN1CCCCC1,.,10,-3%,12
O=C(NCCNS(=O)(=O)c1cccc(C(F)(F)F)c1)c1cc(OCC(F)(F)F)ccc1OCC(F)(F)F,5%,2,0%,44
CC(C)(C)C(=O)Nc1ccccc1C(=O)Nc1ccccn1,.,-6,3%,-100*
COc1cccc(C(=O)N(Cc2nc(-c3cccc(C)c3)no2)C(C)C)c1OC,-3%,-3,-7%,39

# Reprinted at random: 7 compounds from above
SMILES,ALOX15B inhib,IMPase cell inh,ALOX12 inhib,PNC inhibitor
CCOC(=O)c1ccc(NC(=O)c2ccc(CO)c(C(=O)NC3CCN(C(=O)OCC)CC3)c2)cc1,-17%,-1,1%,34
CCCCOCC1CN(c2ccccc2)C(=O)CS1 (centres undefined),?,3,1%,5
CCn1c(CNc2ccc(Cl)cc2)nnc1SCCN1CCCCC1,.,10,-3%,12
O=C(NCCC1=CCCCC1)C(=O)NCc1ccccc1Cl,-15%,9,-12%,37
CC(C)(C)C(=O)Nc1ccccc1C(=O)Nc1ccccn1,.,-6,3%,-100*
Clc1cccc(N/N=C(\Cc2nc3ccccc3[nH]2)c2ccccc2)c1,.,-10,-24%,18
O=C(COc1ccc2ccccc2c1)NCC(=O)N/N=C/c1ccco1,3%,7,-7%,-20

# Back to the main list with the two entries that preceded the break.
SMILES,ALOX15B inhib,IMPase cell inh,ALOX12 inhib,PNC inhibitor
CC(C)(C)C(=O)Nc1ccccc1C(=O)Nc1ccccn1,.,-6,3%,-100*
COc1cccc(C(=O)N(Cc2nc(-c3cccc(C)c3)no2)C(C)C)c1OC,-3%,-3,-7%,39
O=C(Cn1c(NCCO)nc2ccccc21)c1ccc(Cl)cc1,7%,-3,1%,-15
COc1cccc(N(CC(=O)N2CCN(C)CC2)S(=O)(=O)c2ccc(C)cc2)c1,3%,10,-1%,-14
COc1ccc(-c2nnc(SCc3csc(N)n3)n2C)cc1,-1%,6,-1%,10
Cc1nc(NC(=O)c2csc3ccccc23)sc1C,9%,9,-19%,8
CCOc1ccccc1CNC(=O)C1CCN(C(=O)c2sccc2-n2cccc2)CC1,-4%,11,6%,-1
Cc1ccc(S(=O)(=O)N2CC(O)CC2C(=O)OCC(=O)c2ccccc2Cl)cc1C (centres undefined),.,.,-4%,56
CCOC(=O)N1CCN(Cc2nc(-c3ccccc3)no2)CC1,4%,-3,-14%,?
O=C(/C=C/c1cccs1)NC(=S)NNC(=O)Cc1cccs1,.,4,3%,8
C=CCNC(=O)c1nn2cccnc2c1Cl,-1%,3,3%,?
CCCN1C(=O)CC(C(=O)OC)=C1C,-7%,7,0%,?
COc1cc(/C=N/NC(=O)c2[nH]nc3c2CCc2ccccc2-3)ccc1O,.,.,-5%,36
Nn1c(COc2ccccc2)nc2ccccc2c1=O,0%,-1,3%,-89*
COc1ccc(NC(=S)Nc2cc(-c3ccccc3)[nH]n2)cc1Cl,?,11,?,?
CCCS(=O)(=O)N1CCC(C(=O)NCc2ccc(F)cc2)CC1,.,.,2%,40
Cc1ccc(S(=O)(=O)NCC(=O)N(CC(=O)NCc2ccco2)Cc2cccs2)cc1,?,1,5%,19
Cc1occc1C(=O)NCc1ccc2c(c1)OCO2,1%,12,-4%,5
CCNC(=O)CC1C(=O)N(c2ccc(C)cc2)C(=O)N1Cc1ccccn1 (centres undefined),0%,2,-4%,44
Cc1ccc(CCNC(=O)C2CCCN(C(=O)c3cc4sccc4n3C)C2)cc1 (centres undefined),-7%,4,-4%,26
COc1cc2c(cc1OC)C(c1ccco1)CC(=O)N2 (centres undefined),1%,-3,-1%,-11
COc1ccc(N(Cc2cc(=O)[nH]c3ccccc23)C(=O)c2ccco2)cc1,-21%,0,-20%,-1
CCOC(=O)N/N=C\C=C\c1ccco1,.,.,-5%,53
CCCn1nnc(NC(=O)Cc2ccc(Cl)cc2)n1,.,-7,0%,2
CC(OC(=O)c1cccc(S(=O)(=O)Nc2ccccc2F)c1)C(=O)NCc1ccc2c(c1)OCO2 (centres undefined),.,-3,1%,-14
CCc1c(C)nc(SCC(N)=O)c(C#N)c1C,2%,-4,-5%,11
O=C(CSc1nnc2ccccn12)c1ccc(OC(F)F)cc1OC(F)F,3%,4,-6%,30
CS(=O)(=O)N(CC(=O)Nc1ccc(S(=O)(=O)N2CCCC2)cc1)c1ccccc1F,.,.,1%,?
Cc1nc2nc(SCC(=O)N3CCOCC3)nn2c(C)c1Cc1ccccc1,-9%,-10,-3%,-3
Cc1cc(NC(=O)c2ccc(S(=O)(=O)N(C)C)cc2)no1,-3%,1,1%,?
Cc1nc2cc(C(=O)O)ccc2n1-c1ccccc1,-8%,2,-1%,-20
OCCN(Cc1ccccc1)Cc1ccc(Cl)cc1,-6%,0,-7%,-29
CCOC(=O)c1sc(NC(=O)COC(=O)CNC(=O)C2CCCCC2)c(C(=O)OCC)c1C,.,1,-1%,-20
O=C(COC(=O)c1cc2ccccc2oc1=O)Nc1cccc(S(=O)(=O)N2CCCCCC2)c1,.,.,3%,?
Cn1c(C(=O)NC2CCCC2)cc2c(=O)n(C)c3ccccc3c21,-4%,4,3%,28
O=C(O)CNC(=S)N(Cc1ccco1)Cc1ccccc1Cl,.,1,0%,-10
O=C(NCC1CCCO1)C1c2ccccc2C(=O)N1Cc1ccc2c(c1)OCO2 (centres undefined),1%,9,5%,-7
O=C1CC(N(Cc2ccco2)C(=O)Nc2ccc(F)cc2)C(=O)N1c1ccc(F)cc1 (centres undefined),8%,2,-8%,15
Cc1ccc(S(=O)(=O)NC(N)=NCCc2ccccc2)cc1C,.,.,-2%,-23
COc1ccc(CC(=O)Nc2cccc(-c3nnc(-c4ccccc4)o3)c2)cc1OC,-5%,16,-6%,21
O=C(COc1ccccc1F)Nc1nnc(-c2ccncc2)s1,-4%,-15,4%,24
CC(/C=N/n1c(-c2ccc(C)cc2)n[nH]c1=S)=C\c1ccco1,.,6,-6%,-5
Cc1ccc(CC2SC(=Nc3ccccc3)N(c3ccccc3)C2=O)cc1 (centres undefined),.,.,0%,-29
Cc1c(NC(=O)Cn2ccc([N+](=O)[O-])n2)c(=O)n(-c2ccccc2)n1C,-6%,2,1%,78
COC(=O)C1=C(N)Oc2cc(C)n(Cc3cccnc3)c(=O)c2C1c1ccccc1OC (centres undefined),25%,?,-3%,-86*
CC(=O)c1c(OC(=O)c2ccccc2Br)ccc2c(C)cc(=O)oc12,.,.,-2%,9
CC(C)(C)c1ccc(CNc2cc(N3CCOCC3)ccc2[N+](=O)[O-])cc1,-7%,1,-14%,22
CCOC(=O)N1CCC(n2c(=S)[nH]c3cc(OC)c(OC)cc3c2=O)CC1,-6%,3,-3%,7
O=C(CN1CCN(Cc2ccccc2)CC1)c1ccc(Br)cc1,-25%,5,-5%,24
O=C(OCc1c(Cl)cccc1Cl)c1cccnc1,-1%,7,0%,35
Cc1cccc(-c2nsc(SCC(=O)Nc3ccc4c(c3)OCO4)n2)c1,.,-4,-4%,4
COc1ccc(C(C(=O)NC2CCCC2)N(Cc2ccccc2)C(=O)CNC(=O)c2ccco2)cc1 (centres undefined),-5%,-3,-3%,-18
Nc1ccccc1OCCOCCOCCOc1ccccc1N,1%,-2,4%,8
C=CCNC(=S)N1CCN(CCN=CC2=C(O)CC(c3ccco3)CC2=O)CC1 (centres undefined),1%,0,5%,31
O=C(NCc1ccccc1)NC(=O)c1ccccc1,11%,8,-1%,47
O=c1c2cc(Br)ccc2[nH]c(=S)n1Cc1cccnc1,9%,-23,1%,?
COC(=O)c1ccccc1NC(=O)CN1CCC(n2nnc3cc(C(F)(F)F)ccc32)CC1,-4%,0,6%,?
COc1cccc(N2CCN(C(=S)Nc3cccc(C)c3)CC2)c1,.,2,-1%,37
O=C(CSc1nnnn1-c1ccc2c(c1)OCCO2)N1CCc2ccccc21,-4%,1,0%,?
CC(C)NS(=O)(=O)c1ccc(CCC(=O)N2CCOCC2)cc1,-1%,9,-1%,?
O=C(N1CCN(c2ccccc2)CC1)C12CC3CC(CC(C3)C1)C2,-3%,-8,-7%,-8
CN(C1CCCCC1)S(=O)(=O)Cc1ccccc1,?,10,-15%,35
# Continued.
SMILES,ALOX15B inhib,IMPase cell inh,ALOX12 inhib,PNC inhibitor
Cc1ccc(Cn2c(SCC(=O)N/N=C/c3ccc(C)o3)nc3ccccc32)cc1,-23%,4,-7%,-15
COC(=O)Cn1c(=NC(=O)c2ccc(S(=O)(=O)N3CCc4ccccc4C3)cc2)sc2cc(OC)ccc21,.,.,-1%,-5
COc1ccc(CNC(=O)[C@H](C)NC(=O)C2CCN(S(=O)(=O)c3ccc(C)cc3)CC2)cc1,0%,-5,-1%,?
Cc1[nH][nH]c(=O)c1C(c1ccc(-c2ccc(Cl)cc2Cl)o1)c1c(C)[nH][nH]c1=O,5%,-5,-13%,13
O=C(Cc1cccs1)Nc1cccnc1,-2%,-2,-6%,13
COc1cccc(C2/C(=C(/O)c3cnn(-c4ccccc4)c3C)C(=O)C(=O)N2CCN(C)C)c1 (centres undefined),.,2,-2%,32
O=C(CCN1CCOCC1)NCC1COc2ccccc2O1 (centres undefined),.,-20[0.369 µM],-1%,?
O=C1OC(Cc2ccccn2)C(O)=C1C1=NCCCN1 (centres undefined),.,.,-2%,-83*
Cc1ccc(S(=O)(=O)Nc2ccc(Cl)cc2C(=O)c2ccccc2)cc1,.,20,-2%,-27
CCCC(=O)Nc1c(C)nn(C(=O)CCC)c1C,-11%,4,-6%,46
CCN(CC)S(=O)(=O)c1cc(C(=O)OCC(=O)c2ccc3c(c2)NC(=O)CO3)ccc1Cl,?,14,-2%,8
Cn1c(=O)n(CCCOc2ccc(Br)cc2)c2ccccc21,8%,10,-15%,-10
CCOC(=O)CSc1cc(C)nc(NC(C)=O)n1,-1%,?,-4%,7
COC(=O)C1C(=O)C2=C(CC1C)NC(=O)CC2c1ccc(O)c(OC)c1 (centres undefined),7%,-2,-1%,-19
Cc1cc2nc(SCCN3CCOCC3)[nH]c2cc1C,.,-24,4%,49
CN1CCCC(OC(=O)COc2ccccc2)C1 (centres undefined),3%,-19,-2%,-14
O=C(COC(=O)c1ccc([N+](=O)[O-])s1)NC(c1ccccc1)c1ccccc1,.,.,-4%,-116*
O=C(Nc1ccc(Nc2ccccc2)cc1)C1CC1,-13%,0,-9%,1
O=C1C2C3C=CC(C3)C2C(=O)N1c1n[nH]c(CCc2ccccc2)n1 (centres undefined),-2%,-1,2%,-9
CCOC(=O)CSc1ccc2nnc(-c3cccs3)n2n1,.,-6,0%,?
Cc1ccccc1NC(=O)CSCCN1C(=O)c2ccccc2C1=O,.,-5,-3%,34

# These rows are one share of the data, so the mix of outcomes need not match the whole.
